# WRN inhibitor = qHTS for Inhibitors of WRN Helicase. WRN helicase unwinding, fluorescent forked duplex, kinetic. Bifunctional 3'-5' exonuclease/ATP-dependent helicase WRN (Homo sapiens), Q14191. Potency, µM (doses to about 114 µM), without a hit: at the top dose activity change, negative = inhibition, most hits filed as inhibitors. 360,000 compounds, 0.46% hits. AID 651768, 2012; further: potency means the concentration at half of the fitted maximal effect; on the % scale 0 is the no-effect control and ±100 the full control effect; nearly all actives have a fitted effect of over 55% in size
#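 Screening of the MLSMR collection measured strand separation of a quenched forked DNA duplex (100 nM) by 20 nM WRN with 2 mM ATP, all final. Compounds were preincubated with enzyme 15 min at room temperature.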
# HT1080-NT tox = qHTS for induction of synthetic lethality in tumor cells producing 2HG: qHTS for the HT-1080-NT fibrosarcoma cell line; HT-1080-NT fibrosarcoma viability, CellTiter-Glo ATP luminescence, 48 h; Potency, µM (doses to about 46.1 µM), without a hit: at the top dose activity, negative = less viability, hits mostly cytotoxic; AID 686970, 2013; 360,000 compounds, 1.6% hits;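 further: NT is the 2HG producing partner of a matched IDH1 knockdown line; potency means the concentration at half of the fitted maximal effect; 0% = DMSO-treated cells and -100% = media-only wells without cells; nearly all actives have a fitted effect of over 55% in size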
#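 HT-1080-NT fibrosarcoma cells (2HG-overproducing), 750 cells/well in RPMI with 5% FBS, dosed after 2 h and incubated 48 h at 37C. CellTiter-Glo luminescence normalized to DMSO and no-cell wells; concentration-response curves fitted and classed.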
# HT1080 IDH1KD tx = qHTS for induction of synthetic lethality in tumor cells producing 2HG: qHTS for the HT-1080-IDH1KD cell line | AID 686971, 2013 | Potency, µM (titrated, usually from 46.1 µM), inactives show top-dose activity, negative = toxicity, most hits filed as cytotoxic | 360,000 compounds, 2% hits | HT-1080 IDH1 knockdown viability, ATP luminescence, 48 h;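 further: potency means the concentration at half of the fitted maximal effect; 0% = DMSO wells and -100% = cell-free medium wells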
#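 Viability of IDH1-knockdown HT-1080 fibrosarcoma cells was assessed by CellTiter-Glo after 48 h at 37 °C with titrated compound; concentration-effect curves were classified by fit quality and response size.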
# MCF10A rereplic = A quantitative high throughput screen for small molecules that induce DNA re-replication in MCF 10a normal breast cells | AID 624296, 2012 | MCF 10A DNA re-replication, Hoechst nuclear intensity, 48 h | Potency, µM (series often up to 46.1 µM), without a hit: at the top dose activity, positive = re-replication, actives largely listed as activators | 350,000 compounds, 2.9% hits; further: potency means the concentration at half of the fitted maximal effect; % of control where 0% means no effect; nearly all actives have a fitted effect of over 50% in size
# KB-V1 MDR tox = qHTS assay for MDR1-selective chemotherapeutics: Primary screen using the drug-selected MDR subline cells KB-V1 | KB-V1 MDR cells viability, CellTiter-Glo, 72 h | Potency, µM (doses to about 46.1 µM), inactives show at the top dose activity change, negative = cytotoxicity, hits mostly cytotoxic | 400,000 compounds, 3.4% hits | AID 1347076, 2019; further: potency means the concentration at half of the fitted maximal effect; on the % scale 0 is the no-effect control and ±100 the full control effect; nearly all actives have a fitted effect of over 60% in size
#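 KB-V1 MDR subline cells in DMEM (phenol-red free, 10% FBS) exposed to compounds in qHTS concentration series for 72 h at 37 degrees C. Viability read by CellTiter-Glo luminescence; concentration-effect curves fitted after normalization and correction.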
# KB-3-1 tox = qHTS assay for MDR1-selective chemotherapeutics: Primary screen using the parental adenocarcinoma cell KB-3-1. Potency, µM (top dose mostly 46.1 µM), inactives show top-dose activity change, negative = cytotoxic, hits mostly cytotoxic. AID 1347075, 2019. KB-3-1 viability, CellTiter-Glo ATP luminescence, 72 h. 400,000 compounds, 1.4% hits; further: potency means the concentration at half of the fitted maximal effect; on the % scale 0 is the no-effect control and ±100 the full control effect; nearly all actives have a fitted effect of over 60% in size
#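 Cytotoxicity measured as CellTiter-Glo luminescence after 72 h at 37 C. Compound titrations were pinned onto drug-naive KB-3-1 parental adenocarcinoma cells grown in DMEM with 10% FBS, and normalized data fitted to concentration-response curves.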
# IL1B secr inh = qHTS for Inhibitors of Inflammasome Signaling: IL-1-beta AlphaLISA Primary Screen; 360,000 compounds, 4.7% hits; THP-1 LPS/ATP IL-1B secretion, AlphaLISA, 16 h; hits give low values; AID 743279, 2014; activity change, % at 57.5 µM; in the data active means activity change below about -50%; inconclusive means mostly about -30% to -49%; further: on the % scale 0 is the no-effect control and ±100 the full control effect
#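 Secreted IL-1B measured by AlphaLISA bead assay after 16 h compound exposure of THP-1 cells; compounds (final up to 57.5 uM) added 1 h before LPS (250 ng/mL) and ATP (1.25 mM) stimulation; lower signal means less secretion.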
# SW480 rereplic = A quantitative high throughput screen for small molecules that induce DNA re-replication in SW480 colon adenocarcinoma cells. AID 624297, 2012. Potency, µM (highest dose often 46.1 µM), for the others: top-dose re-replication activation, hits mostly activators. 340,000 compounds, 1.8% hits. SW480 DNA re-replication, Hoechst DNA content imaging, 48 h; further: potency means the concentration at half of the fitted maximal effect; % of control where 0% means no effect; nearly all actives have a fitted effect of over 55% in size
#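 First, 250 cells per well were seeded. Next, compound or vehicle (23 nL) was pinned in, plates sat 48 hr at 37 C. Finally Hoechst was added for 40 min before fluorescence scanning.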
# ATXN2 expr inh = Primary qHTS for Inhibitors of ATXN expression. HEK-293 ATXN2-luciferase reporter, luminescence, 24 h. Potency, µM (doses to about 57 µM), inactives show at the highest dose activity change, negative = inhibition, hits mostly inhibitors. 360,000 compounds, 0.72% hits. AID 1745845, 2022; further: potency means the concentration at half of the fitted maximal effect; on the % scale 0 is the no-effect control and ±100 the full control effect; nearly all actives have a fitted effect of over 55% in size
#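 ATXN2-luciferase reporter cells (luciferase flanked by upstream and downstream ATXN2 gene portions) were treated 24 h at 37 °C with compounds at up to 57 uM. SteadyGlo luminescence gave expression; GF-AFC fluorescence gave viability.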
# Numbers without * were called inactive; ? = inconclusive; . = no result given; [ ] = dose if it differs, or a comment. Unless noted, the call rests on the fitted dose curve; in most records, active means well fitted curve in the direction sought with a large enough effect; inconclusive means small, poorly fitted or top-dose-only effect, or another doubt; inactive means no such curve, though single readings can be large; an effect the other way counts as inactive or inconclusive.
SMILES,WRN inhibitor,HT1080-NT tox,HT1080 IDH1KD tx,MCF10A rereplic,KB-V1 MDR tox,KB-3-1 tox,IL1B secr inh,SW480 rereplic,ATXN2 expr inh
CCOc1ccc2[nH]c3nc(SCC(=O)OC(C)C)nnc3c2c1,6%,18%,11%,?,5%,2%,2,-93%[inhibitor],-16%
O=C(OCc1nnc(-c2ccc(Br)cc2)o1)c1ccco1,-24%,1%,1%,5%,.,.,12,-3%,-12%
CC(C)n1c(=O)c2c(O)cc(=O)oc2c2ccccc21,-4%[11.6 µM],7%,15%,?,6.5µM*,-2%,32,13%,5%
COCCNC(=O)Nc1ccc2c(c1)N(C)C(=O)CS2,-4%,-6%,-2%,-1%,-11%,1%,1,-1%,27%
CCOC(=O)C1(S(=O)(=O)c2ccc(Cl)cc2)CCN(Cc2ccccc2)CC1,2%,3%,5%,7%,21µM*,-16%,-3,7%,1%
CCCc1ccc(-c2c(C)sc(NC(=O)c3ccnn3C)c2C#N)cc1,7%,-2%,?,16µM*,?,0%,-22,-7%[9.22 µM],?
CCCCNC(=S)Nc1cc([N+](=O)[O-])ccc1C,-6%,8%,19%,-4%,14%,7%,-5,-3%,5%
COc1cc(NC(=O)CSc2nnc3ccccn23)cc(OC)c1,4%,0%,-2%,2%,0%,-5%,-1,-16%,5%
COc1ccc(CCNS(=O)(=O)c2cccs2)cc1,5%,-4%,-3%,-8%,-17%,-6%,8,-8%,6%
COC(=O)c1ccc(Sc2nnnn2-c2ccccc2)c([N+](=O)[O-])c1,1%[57.1 µM],?,?,?,?,?,-10,10µM*,-9%
CCN1CCN(C(=O)Nc2cccc(C(F)(F)F)c2)CC1,1%,-4%[9.24 µM],3%,18%,10%,0%,3,0%,1%
CCn1c(CCNC(=O)c2ccc(F)cc2)nc2ccccc21,-2%,27%,2%,-10%,-14%,-9%,?,1%,8%
COc1ccc(OC)c(C2C(C(=O)c3cc4ccccc4o3)=C(O)C(=O)N2c2cc(C)on2)c1 (stereo not given),-9%,12%,10%,8%,3.7µM*,?,4,2%,-2%
Cn1cnnc1SCC(=O)NC1CCCc2ccccc21 (stereo not given),0%,5%,11%,-2%,6%,4%,-5,-4%,-9%
Cc1cc(C)c(NC(=S)NC(=O)c2c(Cl)c(C)nn2C)c([N+](=O)[O-])c1,-14%[57.1 µM],-1%,-11%,-3%,?,10%,7,9%,-6%

# A few values from the results shown.
# SW480 rereplic, COCCNC(=O)Nc1ccc2c(c1)N(C)C(=O)CS2 is entered as -1%
# IL1B secr inh, O=C(OCc1nnc(-c2ccc(Br)cc2)o1)c1ccco1 is entered as 12

# The listing continues:
SMILES,WRN inhibitor,HT1080-NT tox,HT1080 IDH1KD tx,MCF10A rereplic,KB-V1 MDR tox,KB-3-1 tox,IL1B secr inh,SW480 rereplic,ATXN2 expr inh
CC1CC(C)CN(S(=O)(=O)c2ccc3oc(=O)ccc3c2)C1 (stereo not given),0%,-1%,-1%,7%,1%,-12%,0,0%,0%
CC1C(=O)NC(=O)C1c1ccccc1 (stereo not given),2%,13%,11%,1%,16%,?,14,-6%,-14%
NC(=O)c1ccsc1NC(=O)c1ccc(S(=O)(=O)N2CCCc3ccccc32)cc1,-4%,-19%,-20%,?,?,23µM*,0,?,?
COc1ccccc1/C=C/C(=O)OCC(=O)NC(=O)NC1CCCC1,-6%,-4%,-3%,2%,-8%,7%,-8,-4%,-17%
O=C1S/C(=C\c2ccc(O)c([N+](=O)[O-])c2)C(=O)N1c1ccccc1Cl,-20%,?,?,1.6µM*,4%,-20%,0,-70%[inhibitor],-22%
CCN(CC(=O)Nc1ccc2c(c1)OCCO2)C(=O)CSCC(=O)Nc1ccc(C)cc1,3%,-7%,-9%,0%,18%,11%,13,2%,-4%
O=C(OCn1cncn1)c1ccc(Cl)cc1Cl,5%,6%,3%,0%,12%,6%,10,0%,-4%
CC1=CC(=C(C#N)c2nc3ccccc3s2)C=C(C)N1c1ccc(F)cc1,-6%,6%,15%,?,6%,-15%,-9,6%,44%[activator]
CSc1ncccc1C(=O)OCC(=O)c1ccc(C)s1,9%,5%,11%,-1%,-5%,2%,2,0%,-14%
CCNc1nc(Oc2ccc(OC)cc2)cc(C(F)(F)F)n1,-8%,-25%,-16%,10%,0%,?,9,4%,3%
CSCC[C@H](NS(=O)(=O)c1ccc(C)cc1)C(=O)N1CCC(C(=O)N[C@H](C(=O)O)c2ccccc2)CC1,2%,13%,4%,?,-2%,-4%,8,?,-4%
COCCC(=O)Nc1c(-c2ccccc2)c2cc(Br)ccc2[nH]c1=O,8%,20%,9%,1%,-18%,2%,-27,7%,0%
Cc1cc(-c2ccc(C)c(S(=O)(=O)N3CC(=O)Nc4ccccc43)c2)on1,5%,-22%,-6%,9%,20%,5%,46,6%,-12%
O=C(Nc1ccc2ccccc2c1)c1ccc(Br)o1,6%,?,?,?,-2%,-29%,?,?,149%[activator]
O=C(NCCCCc1ccccc1)c1cc([N+](=O)[O-])cc([N+](=O)[O-])c1,4%[57.1 µM],-7%,-4%,-1%,?,-6%,22,-39%[inhibitor][1.84 µM],-20%[11.3 µM]
Oc1c(CN2CCOCC2)cc(CN2CCOCC2)c(O)c1CN1CCOCC1,?,-11%,-4%,1%,5%,-5%,26,5%,2%
CCOC(=O)N1CCN(C(=O)CSCC(=O)Nc2nc(-c3ccc4c(c3)OCO4)cs2)CC1,-9%,-14%,-13%,21%,?,-2%,?,-3%,9%
COC(=O)c1ccc(CN2CCCCC2)cc1,-2%,7%,0%,-2%,4%,6%,6,-8%,.
Cc1cc(C)cc(-n2ncc3c2CCCC3NC(=O)CCCn2cncn2)c1 (stereo not given),-4%,14%,10%,0%,?,3%,-8,-1%,7%
CCOC(=O)c1c(-c2ccccc2Cl)csc1NC(=O)CSc1nc(C)cc(=O)[nH]1,-30%,-4%,1%,?,?,1%,0,23µM*,1%
NC1=NC(=Nc2cccc(S(=O)(=O)N3CCOCC3)c2)c2ccccc21,-2%,-22%,-27%,21%,16%,-7%,-60*,4%,-27%
O=C(COc1ncnc2sccc12)Nc1ccc2c(c1)OCCO2,-3%,-8%,-1%,2%,3%,2%,-11,-26%,4%
CC(=O)Nc1ccc(N/C=C2/CCCC2=O)cc1,-7%,?,10%,2%,-2%,?,22,-4%,18%
Cc1nnc(SCC(N)=O)n1CCc1ccccc1,3%,8%,0%,-2%,0%,12%,6,-5%,0%
COc1cc(C2CC(=O)Oc3cc(O)ccc32)cc(OC)c1OC (stereo not given),3%,7%,6%,5%,0%,2%,17,-23%,1%
COc1ccc(CN2CCCC(C(=O)N(C)Cc3ccccc3)C2)cc1OC (stereo not given),-6%,0%,2%,-2%,4%,-6%,-10,13%,-13%
Cc1cc(C(=O)Nc2cccc(S(=O)(=O)N3CCCC3)c2)c2ccccc2n1,-2%,-14%,-1%,-1%,-5%,0%,36,0%,.
COc1cc(-c2ccc3oc(-c4ccsc4)cc(=O)c3c2)cc(OC)c1OC,-3%,?,?,?,-12%,?,-58*,-49%[inhibitor],?
CC(C)(C)NC(=O)c1ccc(Cn2cc(C(F)(F)F)ccc2=O)cc1,-5%,21%,16%,-16%,-2%,0%,3,12%,3%
CCc1ccc(N(C(=O)C(F)(F)F)C(C(=O)NC2CCCCC2)c2ccncc2)cc1 (stereo not given),3%,22%,?,0%,12%,13%,12,13%,-17%
O=C(Cn1cnc2ccccc2c1=O)OCC(=O)c1ccc2c(c1)OCCO2,1%,24%,19%,0%,17%,5%,25,-5%,14%
O=C(CSC1=NS(=O)(=O)c2cc(F)ccc2N1)NCc1ccccc1,-7%,-1%,2%,4%,19%,10%,4,-4%,-4%
Cc1c(C=O)c2ccccc2n1CCOc1ccccc1,-5%,?,-1%,8%,-13%,-14%,?,?,?
COC(=O)CNC(=O)c1cccc(-c2ccc(OC)cc2)c1,4%,11%,1%,-6%,4%,26%,33,4%,3%
CCCS(=O)(=O)NC(=O)C1(C)CCCN(C(=O)C2(c3ccc(Cl)cc3)CCCC2)C1 (stereo not given),4%,3%,12%,.,1%,0%,32,.,2%
COC(=O)c1c(NC(=O)C2C3CCC(O3)C2C(=O)O)sc2c1CCCCCC2 (stereo not given),1%,-8%,0%,8%,1%,-6%,3,6%,-5%
CCc1ccccc1NC(=O)Nc1cccn(Cc2ccccc2F)c1=O,2%,-6%,-15%,1%,-9%,-5%,-26,?,?
O=C(Cc1cccs1)Nc1cccc([N+](=O)[O-])c1,-31%[57.1 µM],1%,2%,-1%,-17%,1%,7,-5%,-19%[11.3 µM]
CCOc1ccccc1NC(=O)CN1C(=O)COc2ccc(S(=O)(=O)N3CCOCC3)cc21,-9%,5%,21%,?,-11%,5%,0,?,-3%
OC1CCCN(CC(O)COC(c2ccc(F)cc2)c2ccc(F)cc2)C1 (stereo not given),0%,?,-18%,3%,0%,-5%,?,1%,-34%

# High-throughput results (PubChem BioAssay)
